# From PubChem BioAssay
# FadD28 FP inh – inhibitors of Mycobacterium tuberculosis FadD28 bisubstrate binding; 0.22% of 360,000 active; FadD28 bisubstrate probe binding, fluorescence polarization; inhibition, % at 12.5 µM; in the data active = inhibition above about 8.5%, passing the limit was not always enough; inconclusive = no clear call, values can overlap the other calls
# UGM FP inh – blocks M. tuberculosis UGM enzyme; P9WIQ1; purified UGM, fluorescence polarization probe displacement; inhibition, % at 10 µM; 0.06% of 320,000 active; AID 504406; in the data active = inhibition above about 10%, passing the limit was not always enough; inconclusive = no clear call, values can overlap the other calls
# Rv3671c inh – inhibitors of M. tuberculosis serine protease Rv3671c; P9WHR9; inhibition, % at 5.96 µM; 0.048% of 320,000 active; AID 2606; in the data active = inhibition above about 38%;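 note: extracellular domain of Rv3671c used as enzyme; 0% = enzyme with DMSO and 100% = no enzyme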
# Target sequence (P9WHR9 whole entry, looked up, the tested form may be a part): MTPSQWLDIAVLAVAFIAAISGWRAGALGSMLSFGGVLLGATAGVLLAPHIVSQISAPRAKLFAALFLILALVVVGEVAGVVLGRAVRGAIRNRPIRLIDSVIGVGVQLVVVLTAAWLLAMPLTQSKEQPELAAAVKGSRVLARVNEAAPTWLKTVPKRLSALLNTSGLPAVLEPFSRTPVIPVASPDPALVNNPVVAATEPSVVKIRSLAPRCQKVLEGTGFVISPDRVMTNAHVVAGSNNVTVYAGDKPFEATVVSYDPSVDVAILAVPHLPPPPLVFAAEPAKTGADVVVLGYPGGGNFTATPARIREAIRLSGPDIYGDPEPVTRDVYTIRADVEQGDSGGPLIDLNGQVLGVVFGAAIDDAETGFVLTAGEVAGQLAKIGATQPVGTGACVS
# BioA inh – inhibitors of Mycobacterium tuberculosis BioA enzyme; 0.096% of 360,000 active; purified M. tuberculosis BioA enzyme, plate reader; inhibition, % at 9.99 µM; in the data active = inhibition above about 40%; inconclusive = no clear call, values can overlap the other calls
# BoNT-F LC inh – blocks Botulinum neurotoxin F light chain protease. Multiplex microsphere protease cleavage assay, flow cytometry. inhibition, % at 10 µM. 0.22% of 360,000 active. AID 588497; in the data active = inhibition above about 35%, passing the limit was not always enough; inconclusive = no clear call, values can overlap the other calls; note: plate controls were buffer without enzyme for full effect and enzyme alone for no effect
# PrPC surface inh – cell surface PrPC inhibition, primary TR-FRET screen; P04156; TR-FRET read-out; inhibition, % at 13.8 µM; 0.43% of 370,000 active; AID 720596; in the data active = inhibition above about 24%; note: 0% = median of the test wells and 100% = reference compound wells
# GDH-TPI inh – GDH-TPI coupled enzyme inhibition counter-screen; GDH-TPI coupled enzyme counterscreen, NADH absorbance; 1.2% of 360,000 active; AID 588335; inhibition, % at 4.8 µM; in the data active = inhibition above about 30%;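 note: 0% = DMSO wells and 100% = wells lacking the enzyme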
# MazF activator – increases E. coli MazEF RNase cleavage of RNA | 0.32% of 350,000 active | P0AE70 | AID 504720 | FAM/BHQ RNA-DNA oligo cleavage fluorescence, 5 h | activation, % at 20 µM; in the data active = activation above about 50%
# Target sequence (P0AE70 whole entry, looked up): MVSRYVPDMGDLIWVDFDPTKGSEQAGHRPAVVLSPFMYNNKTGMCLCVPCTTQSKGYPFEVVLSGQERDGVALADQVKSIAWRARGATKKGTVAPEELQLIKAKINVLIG
# FBA Mtb inh – inhibitors of M. tuberculosis fructose-bisphosphate aldolase. 2.3% of 360,000 active. P9WQA3. purified M. tuberculosis FBA, fluorescence read-out. inhibition, % at 1 µM; in the data active = inhibition above about 27%;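 note: 0% = vehicle and 100% = reference inhibitor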
# Target sequence (P9WQA3 whole entry, looked up): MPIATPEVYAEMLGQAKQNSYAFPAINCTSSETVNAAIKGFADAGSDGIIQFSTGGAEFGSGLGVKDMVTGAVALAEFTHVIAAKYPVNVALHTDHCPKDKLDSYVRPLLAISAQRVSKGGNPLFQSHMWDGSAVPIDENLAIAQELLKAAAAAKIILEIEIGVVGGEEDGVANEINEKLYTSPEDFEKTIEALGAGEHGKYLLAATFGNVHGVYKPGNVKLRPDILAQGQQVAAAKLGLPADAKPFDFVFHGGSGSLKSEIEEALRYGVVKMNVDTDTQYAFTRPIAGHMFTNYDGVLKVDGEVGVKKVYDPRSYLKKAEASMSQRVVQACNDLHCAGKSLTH
# An asterisk follows results filed as active; ? = inconclusive; . = not tested or not shown.
SMILES,FadD28 FP inh,UGM FP inh,Rv3671c inh,BioA inh,BoNT-F LC inh,PrPC surface inh,GDH-TPI inh,MazF activator,FBA Mtb inh
COc1ccc(NC(=O)/C(C#N)=C/c2ccc(-c3ccccc3C(=O)O)o2)cc1,0.8,1.4,-6,4.9,2,-21,13,7,-10
CC(Oc1ccc(-c2ccccc2)c(F)c1)c1ccn(S(=O)(=O)c2ccc(Cl)cc2)n1 (stereo not given),-1.5,-0.4,-16,-0.6,-4,-2,1,-1,2
CCOc1cc(CNCc2cccs2)cc(Br)c1OC,-0.5,0.4,3,4.7,-5,4,-1,-47,0
CCc1ccc(NC(=O)CCc2ccc(CC)o2)cc1,0.7,-0.1,1,-2.6,-4,11,3,-26,1
O=C(NCCCO)c1cc2c([nH]c3ccccc32)c(-c2ccccc2)n1,-5.8,-1.8,.,2.8,-15,4,23,-2,25
CC(=O)Oc1ccc([N+](=O)[O-])cc1N1C(=O)c2ccccc2C1=O,-1.4,8.2,7,-0.7,29,-5,12,1,-18
CCN1CCN(c2ccc(NC(=O)c3ccc(F)cc3)cc2Cl)CC1,-2.9,0.6,8,.,-3,3,7,1,-1
COCCCNC(=S)N1CCC(C(=O)c2ccc(Cl)cc2)CC1,-2.0,0.1,3,2.4,-9,7,5,-42,4
COc1ccc(OCCOC(=O)Nc2ccccc2)cc1,-0.2,-0.7,0,-3.3,2,14,18,2,0
CCN(CC)S(=O)(=O)c1ccc(/C=C/C(=O)OCC(=O)Nc2cccnc2Cl)cc1,-2.6,1.3,-6,0.1,.,-1,-8,3,-2
COc1cc(-c2nc3cnccc3n2C)cc(OC)c1OC,-1.2,-0.2,2,10.0,?,-8,-2,0,8
C=CCn1c(-c2cnn(-c3ccccc3)c2N)n[nH]c1=S,-3.5,-0.7,3,-1.1,?,8,-20,13,-6
O=C(O)CC1S/C(=N/N=C/c2ccc(-c3ccc(Cl)cc3[N+](=O)[O-])o2)NC1=O (stereo not given),5.7,5.2,-23,.,-7,-12,33*,12,-3
O=C(O)CC(c1ccc(OC2CCCC2)cc1)N1C(=O)c2ccccc2C1=O (stereo not given),0.6,-0.6,1,0.7,-3,-11,6,-3,2
COc1ccc(OC)c(C(=O)NC(CC(N)=O)c2ccc(NCC3CC3)c([N+](=O)[O-])c2)c1 (stereo not given),0.4,-0.2,9,-0.8,-10,-5,4,2,3
O=C(Cn1cc2c(n1)CCCC2)NCCc1ccccc1,-3.2,-1.5,4,-0.7,1,7,3,6,-1
Cn1c(=O)c2c(nc(CN3CCOCC3)n2Cc2ccccc2)n(C)c1=O,-2.5,.,.,2.1,4,-1,-5,6,1
c1ccc(Cn2nnc3c(NCC4CCCO4)ncnc32)cc1 (stereo not given),-1.8,-1.3,6,.,8,-2,-3,-2,1
CCCc1cc(N2CCCC(C(=O)Nc3cc(Cl)ccc3OC)C2)n2ncnc2n1 (stereo not given),-1.8,-1.4,-4,.,0,-1,6,4,2
CSC(=NC#N)N1CCN(C(=NC#N)SC)CC1,-0.2,-1.0,-4,-0.7,1,-1,4,-8,3
O=S1(=O)CCN(C2CCCCCC2)CC1,-2.0,.,.,1.1,2,5,12,-14,1
CCOC(=O)c1nn(-c2ccc(C)cc2)c(C)c1C(C)=O,-0.7,0.7,-2,1.3,2,3,6,1,1
CC1(C)Oc2ccc(C(=O)NC3CCCCC3)cc2N(CC#N)C1=O,-2.1,1.7,2,-1.8,3,5,-3,3,1
CC(C)(C)c1nc(NCCN2CCOCC2)c2nnn(Cc3ccccc3Cl)c2n1,-3.0,-2.6,5,.,-1,0,-4,0,-2
O=C(CSc1ncn[nH]1)N1N=C(c2ccc(Cl)cc2)CC1c1ccco1 (stereo not given),-3.4,0.5,-3,.,-2,-1,1,-1,2
Cc1ccc(S(=O)(=O)/N=C(/Sc2ccccc2C(=O)O)c2ccccc2)cc1,-1.2,-1.3,-11,0.1,9,-2,-7,10,-3
C#CCOCCOCCOCCNc1nc(N2CCN(C(=O)CCCCCCCCCCNC(=O)[C@@H](CCC(=O)O)n3cc(CCCCCN)nn3)CC2)nc(N2CCN(C(=O)CCCCCCCCCCNC(=O)[C@H](CCCCN)n3cc(C[C@@H](C)CC)nn3)CC2)n1,-12,0.7,-13,0.8,-28,.,4,-61,-1
Cc1sc(NC(=O)CN2CCOCC2)nc1-c1ccc2c(c1)CCN2S(=O)(=O)c1ccccc1,1.0,-0.6,5,-1.6,-2,17,9,5,1
O=C(Nc1ccc2nc(N3CCOCC3)sc2c1)c1cc2ccccc2o1,1.7,.,.,0.3,-13,9,19,6,1
COc1ccc(C(=O)CSc2nnc(-c3ccc(C)cc3)o2)cc1,1.5,-1.8,0,0.0,-17,-5,11,-5,-1
Cc1cnc(CN(C)C(=O)c2cc(COc3c(F)cccc3F)on2)[nH]1,-0.1,1.2,5,.,-3,3,-4,4,3
C=C[C@H](Cc1ccccc1)N(Cc1ccccc1)S(=O)(=O)N(Cc1ccccc1)[C@H](C=C)Cc1ccccc1,0.1,-1.9,-3,-0.8,-2,3,-2,1,4
COc1ccc(-c2ccc3c(c2)O/C(=C\c2ccsc2)C3=O)cn1,-1.9,2.2,-13,-2.0,1,4,2,12,2
CC(C)OC(=O)c1ccc(NCc2cc(O)ccc2O)cc1,1.1,.,.,.,-5,13,13,-12,2
COc1ccc(C2=NN(S(=O)(=O)c3ccccc3)C(c3ccccc3)C2)cc1 (stereo not given),-0.2,-1.0,-12,1.3,-10,4,12,-1,3
COc1cc2ccccc2cc1C(=O)N1CCOCC1,0.8,-0.5,8,-1.5,-8,7,5,9,1
CCOc1cc(/C=N/n2c(C)nnc2C)ccc1O,-3.9,-2.8,3,-1.6,-12,5,40*,5,3
Cc1cccc(OCCCN2CCCCCC2)c1,0.0,-0.7,2,-1.0,-10,4,8,-2,4
CCOc1ccc(NC(=O)CCNC(=O)N2C[C@H]3C[C@@H](C2)c2cccc(=O)n2C3)cc1,-1.1,-2.5,-2,-1.8,-14,4,11,10,2
CN1CCN(/N=C/c2ccc(C#N)cc2)CC1,-0.8,-5.9,-1,.,-6,-12,9,4,-2
O=C(NCCCc1ccc(F)cc1)C1CCC(=O)N(CC2CCCCC2)C1 (stereo not given),-1.0,1.0,4,-0.2,1,7,3,-1,2
CCCCNC(=O)CNC(=S)N(Cc1ccccc1)Cc1cccnc1,-0.6,0.7,6,.,-9,7,-1,-3,1
O=C(NCc1cccnc1)c1ccc(CN2CCc3ccccc3C2)cc1,-3.6,-1.0,1,-0.1,3,-9,-3,1,-1
CC(=O)Oc1c(Sc2ccccc2[N+](=O)[O-])c(C)nn1C(C)(C)C,-1.3,-1.7,3,.,5,3,8,8,2
CC1CCCC(C)N1C(=O)Cn1c(=O)sc2ccccc21 (stereo not given),0.1,-0.9,4,-1.1,-11,1,0,2,6
NS(=O)(=O)c1ccc(CCNC(=O)CSc2nc3ccccc3c(=O)n2CCN2CCOCC2)cc1,-3.5,-3.1,-3,-0.8,0,7,-12,-1,-5
COc1cccc(-c2ccc(=O)n(CC(=O)Nc3ccc(C(=O)N4CCCC4)cc3)n2)c1,1.3,0.0,-1,-2.1,-14,-6,-3,-3,0
O=C(CN(Cc1ccco1)C(=O)c1nsc(Cl)c1Cl)NC1CCCCC1,-0.2,-1.6,-3,0.1,-6,6,2,-10,3
COc1ccc([C@@H]2C[C@H](c3ccccc3)Oc3cc(C)cc(C)c32)cc1,-1.8,.,.,-0.8,0,0,12,2,-3
COCCNC(=O)C(=O)N/N=C/c1ccc(C(=O)OC)cc1,-3.4,-1.2,2,.,1,4,3,6,-3
CN(C(=O)CSc1cn(CC(=O)N2CCOCC2)c2ccccc12)c1ccccc1,-3.5,-1.8,-13,1.5,2,6,-6,5,0
COC(=O)C1C(=O)C2=C(CC1C)NC(C)=C(C(=O)OCCOc1ccccc1)C2c1ccc(C)o1 (stereo not given),-1.9,1.4,-1,14,-9,-12,-4,0,0
CCOC(=O)N1CCN(C(=O)CNC(=O)c2ccc(Cl)cc2)CC1,-1.7,0.3,-1,2.4,4,5,-6,4,2
CCOC(=O)CCCCC(=O)NC(CO)C(=O)NC (stereo not given),-0.5,-0.3,4,-5.3,?,4,12,-4,2
CCc1ccc(NC(=O)CN2C(=O)COc3ccc(S(=O)(=O)N4CCCC4)cc32)cc1,0.2,-1.8,-13,1.6,3,8,4,17,3
NC(=O)C1CCN(C(=O)N2c3ccccc3Sc3ccccc32)CC1,-10,-0.8,-7,1.4,-18,-5,10,-13,3
CCCCN(S(=O)(=O)c1ccccc1)S(=O)(=O)c1ccccc1,.,-1.9,0,-3.4,4,-9,-4,5,-4
CCOc1ccc(Oc2c(/C=N/NC(C)=O)c(C)nn2-c2ccccc2)cc1,-1.6,6.2,-6,-0.7,-2,13,5,-1,-1
OC[C@@H]1CN(Cc2ccc(-c3ccccc3)cc2)C[C@H](n2cnc3c(NC4CC4)ncnc32)O1,-3.6,.,.,0.0,10,5,-1,.,-2
O=C1CN(O)C(c2ccccc2)=c2cc(Br)ccc2=N1,-3.8,-0.3,0,3.1,?,-1,4,6,-2

# One compound at a time (already shown). Order of values: FadD28 FP inh	UGM FP inh	Rv3671c inh	BioA inh	BoNT-F LC inh	PrPC surface inh	GDH-TPI inh	MazF activator	FBA Mtb inh
# O=C(CN(Cc1ccco1)C(=O)c1nsc(Cl)c1Cl)NC1CCCCC1 in the list: -0.2	-1.6	-3	0.1	-6	6	2	-10	3
# OC[C@@H]1CN(Cc2ccc(-c3ccccc3)cc2)C[C@H](n2cnc3c(NC4CC4)ncnc32)O1 in the list: -3.6	.	.	0.0	10	5	-1	.	-2
# NC(=O)C1CCN(C(=O)N2c3ccccc3Sc3ccccc32)CC1 in the list: -10	-0.8	-7	1.4	-18	-5	10	-13	3
# CN(C(=O)CSc1cn(CC(=O)N2CCOCC2)c2ccccc12)c1ccccc1 in the list: -3.5	-1.8	-13	1.5	2	6	-6	5	0

# Later entries:
SMILES,FadD28 FP inh,UGM FP inh,Rv3671c inh,BioA inh,BoNT-F LC inh,PrPC surface inh,GDH-TPI inh,MazF activator,FBA Mtb inh
CCN1CCc2nc3ccccc3c(C(=O)Nc3ccc(NC(C)=O)cc3)c2C1,4.2,-3.2,-3,0.2,-9,-1,2,2,-3
CCOc1ccc(OCC)c(NC(=O)CCn2cccc2)c1,-1.8,0.0,2,-1.8,-24,-7,0,5,3
CCOC(=O)c1nn(-c2ccccc2F)c(C)c1C(C)=O,0.0,-0.2,0,-0.1,6,1,9,3,-1
Cc1ccc(NC(=S)NCc2ccccc2)c(C)c1,-4.4,3.2,-4,0.4,21,11,3,-7,1
Cc1ccc(C)c(NC(=O)CSc2nnc(CCNC(=O)OC(C)(C)C)o2)c1,-1.1,0.0,-10,-2.0,0,4,5,1,-3
Cc1ccc(-c2cc(C(=O)O)n[nH]2)o1,-3.9,-1.1,-22,0.0,2,3,1,0,1
O=C(NCCN1CCOCC1)NC1(C(F)(F)F)Oc2ccccc2O1,-2.2,2.3,-3,.,2,-3,-6,6,-1
O=C(O)c1ccc(CN(c2ccccn2)S(=O)(=O)c2ccccc2)cc1,-3.3,2.4,-3,-1.4,-10,-2,-4,-2,6
CC(C)CN(C(=O)COC(=O)C12CC3CC(CC(O)(C3)C1)C2)c1c(N)n(Cc2ccccc2)c(=O)[nH]c1=O,-3.1,.,.,-0.5,4,-3,5,-9,4
Cc1ccnc(SCC(=O)N2CCCc3ccccc32)n1,-3.8,0.2,-2,0.6,-2,3,-6,4,1
COc1ccc(N2C(=O)CCC2(C#N)c2ccc(Br)cc2)cc1 (stereo not given),-2.8,1.5,-2,5.0,3,-4,1,10,2
CCCCNC(=O)N1CCCC(C(=O)c2cc(C)c(OC)c(C)c2)C1 (stereo not given),-2.6,-0.9,-7,0.6,3,-5,-13,2,0
Cc1ccc(NC(=O)CSc2nc(=O)n(CCN(C)C)c3c2CCCC3)c(C)c1,0.4,-0.6,5,2.2,.,0,9,1,1
CCCn1nc(C(=O)OCn2nnc3ccccc3c2=O)c2ccccc2c1=O,-0.9,0.6,-2,.,-3,3,7,1,6
CCOC(=O)c1csc(NC(=O)c2ccc(S(=O)(=O)N(C)C)cc2)n1,-2.0,0.2,-1,-0.7,-5,10,5,9,0
